Assay outcomes from PubChem.
Avidin bead fluor = compound fluoresces at 488/530 nm on avidin beads; compound fluorescence 488/530 nm, flow cytometry; hits give high values; fluorescence (KMESF) at 10 µM; hit rate 0.38% among 220,000; AID 1775; in the data active means fluorescence above about 47; further: inactives centre near 10
Rac1 wt modul = modulators of human Rac1 wildtype GTP binding; P63000; GST-Rac1 beads, fluorescent GTP binding, flow cytometry; actives lie on both sides; 0 = cold GTP competed, 100 = untreated; GTP binding activity (% of control), % at 10 µM; hit rate 0.27% among 190,000; AID 757;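 active means GTP binding activity at least 20 points away from the 100% control level, either lower or higher; inconclusive means compound flagged as likely green fluorescent, judged across all proteins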
Rac1 act GTP bind = modulators of GTP binding to human Rac1 activated mutant; P63000; GST-Rac1 activated beads, fluorescent GTP binding, flow cytometry; actives lie on both sides; 100% means binding = to untreated wells; percent activity (GTP binding), % at 10 µM; hit rate 0.11% among 190,000; AID 764;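 active means GTP binding at least 20 percentage points away from the 100% baseline, in either direction, so actives lie on both sides; inconclusive means Compound likely fluorescent itself, or too few beads counted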
Mcl1 Noxa PPI = disrupts binding of human Mcl-1 to Noxa peptide. Q07820. TR-FRET Mcl-1/Noxa peptide binding, 2 h. inhibition, % at 21.7 µM. hit rate 1.5% among 220,000. AID 1022;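 active means compounds that cut the protein-peptide binding signal by more than 50% relative to plate controls in a single-dose test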;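 further: His-tagged Mcl-1 with rhodamine Noxa BH3 peptide and terbium anti-His antibody; 0% = Mcl-1 plus Noxa peptide wells and 100% = peptide-only wells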
Target sequence (Q07820 whole entry, looked up): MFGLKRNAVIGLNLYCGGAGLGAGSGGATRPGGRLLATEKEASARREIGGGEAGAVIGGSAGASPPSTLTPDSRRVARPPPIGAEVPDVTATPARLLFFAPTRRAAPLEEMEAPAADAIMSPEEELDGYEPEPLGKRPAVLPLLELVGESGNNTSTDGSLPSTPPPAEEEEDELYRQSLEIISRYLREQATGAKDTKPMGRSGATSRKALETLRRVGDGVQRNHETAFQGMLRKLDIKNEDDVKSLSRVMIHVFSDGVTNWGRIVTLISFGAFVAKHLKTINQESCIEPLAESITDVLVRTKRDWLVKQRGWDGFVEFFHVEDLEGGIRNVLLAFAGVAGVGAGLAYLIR
Rab7 wt modul = dog Rab7 wildtype GTP binding, inhibitors and activators | GST-Rab7 beads, fluorescent GTP binding, flow cytometry; actives lie on both sides; untreated = 100%, excess cold GTP = 0% | GTP binding activity (percent of control), % at 10 µM | hit rate 0.055% among 190,000;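 active means fluorescent GTP binding to Rab7 beads changed by at least 20 points from the 100% baseline, either direction, mostly lower; inconclusive means compound itself probably fluorescent, or too few beads counted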;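 further: median green fluorescence of bound Bodipy-FL-GTP per Rab7 bead population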
HRas wt GTP = modulators of GTP binding to human HRas wildtype | GTP binding activity, % at 10 µM | hit rate 0.14% among 190,000 | AID 759 | GST-Ras wt beads, Bodipy-FL-GTP binding, flow cytometry; actives lie on both sides;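 active means GTP binding activity at least 20% away from the 100% baseline, either lowered as inhibitor or raised as activator; inconclusive means flagged as likely green fluorescent, judged across all proteins in the well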;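 further: 0% = unlabeled GTP competition control and 100% = no-compound control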
Target sequence (P01112 whole entry, looked up): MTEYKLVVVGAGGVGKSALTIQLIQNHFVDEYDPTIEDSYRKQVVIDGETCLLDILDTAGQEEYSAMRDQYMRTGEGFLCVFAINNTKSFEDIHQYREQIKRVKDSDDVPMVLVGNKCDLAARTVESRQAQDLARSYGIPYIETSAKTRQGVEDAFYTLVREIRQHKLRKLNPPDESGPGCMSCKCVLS
Pf gametocyte = kills late stage P. falciparum gametocytes; hit rate 0.065% among 150,000; AID 743093; P. falciparum stage V gametocytes, ATP luminescence, 24 h; inhibition, % at 10.9 µM;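 active means inhibition above the mean plus 3 SD of compounds within the control limits, set per campaign, cut at about 38% in these data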;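 further: 0% = DMSO wells and 100% = medium only without gametocytes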
Mcl-1 Bim block = inhibitors of Bim-Mcl-1 interaction, human | inhibition, % at 10 µM | Q07820 | Bead-based flow cytometry, Bim peptide-Mcl-1 binding | hit rate 0.1% among 190,000 | AID 1009; in the data active means inhibition above about 40%;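 further: 0% = no compound tracer wells and 100% = peptide blocker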
Cdc42 wt = changes GTP binding to wildtype human Cdc42; AID 761; GST-Cdc42 beads, Bodipy-GTP binding, flow cytometry; actives lie on both sides; hit rate 0.2% among 190,000; percent activity (GTP binding), % at 10 µM; P60953;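 active means percent activity GTP binding at least 20 points away from the 100% baseline, either down as inhibitor or up as activator; inconclusive means compound flagged as likely green fluorescent from well-wide comparison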;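 further: median bead fluorescence of bound Bodipy-FL-GTP at 100 nM; 0% = excess unlabeled GTP control and 100% = no compound control; below 100% means less GTP binding so inhibitor and above means activator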
Target sequence (P60953 whole entry, looked up): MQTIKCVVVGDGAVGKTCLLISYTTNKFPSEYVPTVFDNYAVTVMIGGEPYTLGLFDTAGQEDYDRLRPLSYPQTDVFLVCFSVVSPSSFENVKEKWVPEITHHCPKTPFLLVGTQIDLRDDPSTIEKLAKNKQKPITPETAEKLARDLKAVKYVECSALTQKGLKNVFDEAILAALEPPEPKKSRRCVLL
Rab2 wt GTP = changes GTP binding to wildtype dog Rab2A, up or down; P61105; GST-Rab2 wt beads, Bodipy-GTP binding, flow cytometry; GTP binding activity, % at 10 µM; hit rate 0.19% among 190,000; AID 760;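 active means GTP binding activity at least 20 points away from 100%, either lowered or raised; inconclusive means signal likely due to the compound's own green fluorescence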;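 further: 0% = beads with excess unlabeled GTP and 100% = no-compound control corrected for plate trend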
Mcl1 Bid PPI = Mcl-1/Bid interaction inhibition | AID 1021 | Q07820 | inhibition, % at 21.7 µM | TR-FRET Mcl-1/Bid-Dy647 peptide binding, 1536-well | hit rate 0.97% among 220,000;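 active means compounds that cut the binding signal by more than half at the single screening dose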;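 further: His-tagged Mcl-1 with europium anti-His antibody binding Bid BH3 peptide; 0% = Mcl-1 plus peptide wells and 100% = peptide-only wells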
* marks the source's active call; other numbers are inactive results; ? = inconclusive; nt = not tested or not shown.

SMILES	Avidin bead fluor	Rac1 wt modul	Rac1 act GTP bind	Mcl1 Noxa PPI	Rab7 wt modul	HRas wt GTP	Pf gametocyte	Mcl-1 Bim block	Cdc42 wt	Rab2 wt GTP	Mcl1 Bid PPI
Cc1ccnc(SCC(=O)Nc2sc3c(c2C#N)CCC(C(C)(C)C)C3)n1 (centres undefined)	2	94	97	-9	95	94	-6	-3	95	96	6
CCC1C(=O)N(c2nc(C)cc(C)n2)N=C1C (centres undefined)	6	103	99	11	99	101	17	-2	102	101	-6
CC(C)N(CCn1c(SCC(=O)N2CC(=O)Nc3ccccc32)nc2ccccc2c1=O)C(C)C	8	98	95	11	97	96	-15	-4	96	97	-16
CC(=O)c1cccc(NC(=S)NNC(=O)c2ccc(C)c([N+](=O)[O-])c2)c1	9	90	88	20	94	90	3	-4	91	89	-46
O=C(N/N=C/c1ccc([N+](=O)[O-])s1)c1ccncc1	21	105	98	-65	100	100	nt	-4	102	97	-58
O=S(=O)(Nc1ncnc2sc3c(c12)CCC3)c1ccc2ccccc2c1	10	104	96	23	97	98	nt	-2	101	99	21
COc1ccc(-c2cc(C(=O)N3CCCCC3)no2)cc1OC	22	103	100	8	100	100	nt	-1	99	98	2
CC(C)Oc1ccc(CC2CC(=O)NC2=O)cc1 (centres undefined)	4	104	100	-16	102	103	-10	-2	101	102	-18
CCCCCSc1nc2c(c(=O)[nH]c(=O)n2C)n1C	3	95	94	-2	98	94	nt	2	95	97	-8
CCOC(=O)Cc1csc(NC(=O)c2ccc(S(=O)(=O)N(CCOC)CCOC)cc2)n1	6	103	96	2	111	101	nt	-2	97	101	-7
O=C(Nc1ccc2c(c1)OCO2)N1CCN(c2ccc(F)cc2)CC1	10	101	98	-4	101	100	-9	0	100	100	-35
COc1cccc(CNCc2cccnc2)c1OCc1ccccc1	10	95	96	29	94	94	16	-1	97	96	-10
CC(C)NC(=O)COc1ncnc2sccc12	31	98	97	16	93	96	7	-2	101	95	2
CC(C(=O)Nc1nncs1)N1C(=O)C2C3C=CC(C3)C2C1=O (centres undefined)	7	96	97	-28	93	92	-6	-4	99	95	-23
O=C(Nc1cccnc1)c1ccc(-c2ccc(Cl)cc2)o1	11	96	93	23	95	94	11	0	96	97	7
COc1ccc(Cl)cc1C(=O)CSc1nnnn1C1CCCC1	8	101	100	47	100	100	nt	-2	101	100	-13
CCC(CCC(=O)Nc1ccc(S(N)(=O)=O)cc1)C(=O)O (centres undefined)	12	102	97	22	99	97	nt	-6	96	99	-15
Nc1n[nH]c(-c2ccc(F)cc2)n1	7	99	97	18	98	99	-43	0	100	97	31
O=C(Cn1c(NCCO)nc2ccccc21)N1CCN(Cc2ccccc2)CC1	9	98	98	13	97	97	16	0	96	98	-21
O=C(c1ccco1)N1CCN(C(=O)C2CC(c3ccc(F)cc3)=NO2)CC1 (centres undefined)	7	108	101	19	101	102	nt	0	106	102	0
Cc1cccc(C(=O)Nc2nnc(-c3ccco3)o2)c1	13	102	101	-18	98	100	nt	-3	101	101	-23
Cc1cccc(C)c1NC(=O)COC(=O)c1cccnc1	9	100	98	56*	99	95	19	-1	96	98	-18
CC1=CN2C(=NC(=O)CC2(C)C(=O)N(CC(=O)NC2CCCC2)c2cc(C)cc(C)c2)C=C1 (centres undefined)	11	103	95	11	96	99	nt	0	97	94	-2
O=C(Cn1[nH]c(=O)c2ccccc2c1=O)NCc1cccnc1	7	111	104	8	99	101	nt	-1	107	105	8
CC1=C(C(=O)OC2CCCCCCC2)C(c2cccc(O)c2)NC(=O)N1 (centres undefined)	13	95	96	15	92	97	nt	3	94	96	-18
COC(=O)/C=C1\S/C(=N/N=C/c2ccco2)NC1=O	9	96	96	20	105	98	12	2	94	98	-13
CC(C)N=C(Nc1ccc(Cl)cc1)c1cccnc1	10	101	97	-2	105	100	16	-5	96	101	-5
CC(=O)N(Cc1c(C)nn(-c2ccccc2)c1Cl)c1ccc(Cl)cc1	6	101	99	0	101	100	nt	-1	102	99	-8
COCCNc1c2c(nc3c(-c4ccccc4)c(C)nn13)CCCC2	31	106	100	-6	101	103	nt	-7	102	101	-28
CCOC(=O)C1CCN(c2c(-c3ccccc3)c3cc(Cl)ccc3[nH]c2=O)CC1	21	102	99	-179	97	99	15	-8	101	97	-25

Arranged by formula weight (ascending): some entries from above
SMILES	Avidin bead fluor	Rac1 wt modul	Rac1 act GTP bind	Mcl1 Noxa PPI	Rab7 wt modul	HRas wt GTP	Pf gametocyte	Mcl-1 Bim block	Cdc42 wt	Rab2 wt GTP	Mcl1 Bid PPI
Nc1n[nH]c(-c2ccc(F)cc2)n1	7	99	97	18	98	99	-43	0	100	97	31
CC(C)N=C(Nc1ccc(Cl)cc1)c1cccnc1	10	101	97	-2	105	100	16	-5	96	101	-5
COC(=O)/C=C1\S/C(=N/N=C/c2ccco2)NC1=O	9	96	96	20	105	98	12	2	94	98	-13
Cc1cccc(C)c1NC(=O)COC(=O)c1cccnc1	9	100	98	56*	99	95	19	-1	96	98	-18
O=C(Nc1cccnc1)c1ccc(-c2ccc(Cl)cc2)o1	11	96	93	23	95	94	11	0	96	97	7
O=C(Cn1[nH]c(=O)c2ccccc2c1=O)NCc1cccnc1	7	111	104	8	99	101	nt	-1	107	105	8
CCC(CCC(=O)Nc1ccc(S(N)(=O)=O)cc1)C(=O)O (centres undefined)	12	102	97	22	99	97	nt	-6	96	99	-15
COCCNc1c2c(nc3c(-c4ccccc4)c(C)nn13)CCCC2	31	106	100	-6	101	103	nt	-7	102	101	-28
COc1ccc(Cl)cc1C(=O)CSc1nnnn1C1CCCC1	8	101	100	47	100	100	nt	-2	101	100	-13
CC1=C(C(=O)OC2CCCCCCC2)C(c2cccc(O)c2)NC(=O)N1 (centres undefined)	13	95	96	15	92	97	nt	3	94	96	-18
CC(=O)N(Cc1c(C)nn(-c2ccccc2)c1Cl)c1ccc(Cl)cc1	6	101	99	0	101	100	nt	-1	102	99	-8
O=C(Cn1c(NCCO)nc2ccccc21)N1CCN(Cc2ccccc2)CC1	9	98	98	13	97	97	16	0	96	98	-21
CCOC(=O)C1CCN(c2c(-c3ccccc3)c3cc(Cl)ccc3[nH]c2=O)CC1	21	102	99	-179	97	99	15	-8	101	97	-25
CC1=CN2C(=NC(=O)CC2(C)C(=O)N(CC(=O)NC2CCCC2)c2cc(C)cc(C)c2)C=C1 (centres undefined)	11	103	95	11	96	99	nt	0	97	94	-2

Other results follow.
SMILES	Avidin bead fluor	Rac1 wt modul	Rac1 act GTP bind	Mcl1 Noxa PPI	Rab7 wt modul	HRas wt GTP	Pf gametocyte	Mcl-1 Bim block	Cdc42 wt	Rab2 wt GTP	Mcl1 Bid PPI
Fc1ccc(Nc2nc(N/N=C/c3ccco3)nc(N3CCCCC3)n2)cc1	13	96	92	38	95	95	17	-1	98	98	9
Brc1ccc2c(c1)OCCOCCOCCOCCOCCO2	13	100	99	7	94	98	-3	-3	101	101	-12
CCc1nc(NCCN2CCOCC2)c(C#N)c2c1CCCC2	16	106	99	3	102	100	nt	-5	102	103	-8
N#Cc1c(NC(=O)c2ccccc2)sc2c1CCCCC2	4	97	97	6	98	100	nt	9	99	99	-13
CCOc1ccc(NC(=O)CSc2nc3cccnc3n2CC)cc1	9	104	98	13	99	100	-18	0	101	100	-10
CC/C(C)=N\N=C\c1c(O)n(CC)c2cc(C3=NNC(=O)CC3)ccc12	8	101	100	8	95	101	nt	-17	101	100	-22
CCN(CC)S(=O)(=O)c1ccc(N=N/C(C(C)=O)=C(/C)O)cc1	13	95	96	12	94	101	4	0	98	103	-14
COCCn1c(-c2ccc(OC)cc2)cnc1SCC(=O)Nc1ccc(OC)cc1OC	4	102	98	-2	96	96	9	-2	99	95	-60
O=C1C=C(O)C(n2cncn2)C(c2ccc3c(c2)OCO3)C1 (centres undefined)	12	98	94	10	103	100	-9	0	99	99	-50
COC(=O)[C@H](CCSC)NC(=O)N1CCC(C)CC1	4	99	98	4	97	99	nt	-1	99	97	-70
CCCC(O)(c1ccc(OC)cc1)C(CN(C)C)c1ccccc1 (centres undefined)	17	104	99	-1	95	99	-3	17	102	100	4
O=C(/C=C/c1ccccc1Cl)N1CCCN(C(=O)/C=C/c2ccccc2Cl)CC1	11	101	97	2	99	98	nt	-5	100	96	16
CN(CC(=O)OCC(N)=O)S(=O)(=O)c1ccc(Cl)cc1	11	97	97	3	94	97	-1	0	98	97	-26
COc1ccc(Cl)cc1-n1c(C)cc(C=O)c1C	9	104	101	6	99	101	-31	44*	102	100	-9
Cn1nnnc1SCC(=O)NCC(=O)c1ccccc1	16	102	101	0	98	101	nt	-8	99	102	-15
C=CCOc1cccc(C2c3c(oc4ccccc4c3=O)C(=O)N2c2ccccn2)c1 (centres undefined)	5	96	96	16	98	98	nt	-2	95	97	-11
O=C(COc1ccccc1)N1CCN(S(=O)(=O)c2ccc(Cl)cc2)CC1	22	105	101	1	107	106	-21	0	106	106	-6
CCOC(=O)Cn1nc(C)n(-c2c(C)cccc2C)c1=O	9	97	95	-6	95	96	16	2	99	96	-13
COc1ccc2[nH]c(=O)c(CN(CCO)S(=O)(=O)c3c(C)ccc4nsnc34)cc2c1	14	102	100	8	97	101	12	1	101	101	-28
N#Cc1nc(COc2ccccc2F)oc1NCc1ccc(F)cc1	7	101	98	-17	101	100	nt	-2	99	100	0
COc1ccc(N2CCN(C(=O)c3ccc4c(=O)n(CC5CCCO5)c(=O)[nH]c4c3)CC2)cc1 (centres undefined)	36	?	?	-3	?	?	-16	0	?	?	-36
COC(=O)c1cc2nc(-c3ccc(OC)c(OC)c3)cc(C(F)(F)F)n2n1	8	100	100	5	101	99	-15	0	98	99	-17
Cc1ccc(SC(CC(=O)c2ccc(C(C)(C)C)cc2)C(=O)O)cc1 (centres undefined)	11	79*	74*	10	95	82	4	-3	77*	78*	-18
